TNF necrop inh: inhibitors of TNF-alpha triggered necroptosis, primary screen, cell-based, Jurkat FADD-/-, single concentration; Jurkat FADD-/- TNF necroptosis rescue, ATP luminescence, 24 h; 0 = TNF only, 100 = no-TNF cells; activation (protection from cell death), % at 10 µM; actives 0.068% (n = 220,000); AID 463075, 2010;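 active = activation, meaning protection from cell death, of at least 50% relative to plate controls; inactive = activation below 50%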;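 also: necroptosis triggered by 40 ng/mL TNF-alpha added together with compound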
FXIIa inh: human FXIIa protease inhibitors, primary screen, biochemical, 1536-well; Coagulation factor XII (Homo sapiens), P00748; purified FXIIa, Boc-QGR-AMC fluorogenic substrate, 2 h; inhibition, % at 5 µM; actives 0.3% (n = 220,000); in the data active = inhibition above about 40%;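 also: 0% = enzyme with no compound and 100% = blank without enzyme; many of its hits are not listed in these tables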
Target sequence (P00748 20-372 limits assumed): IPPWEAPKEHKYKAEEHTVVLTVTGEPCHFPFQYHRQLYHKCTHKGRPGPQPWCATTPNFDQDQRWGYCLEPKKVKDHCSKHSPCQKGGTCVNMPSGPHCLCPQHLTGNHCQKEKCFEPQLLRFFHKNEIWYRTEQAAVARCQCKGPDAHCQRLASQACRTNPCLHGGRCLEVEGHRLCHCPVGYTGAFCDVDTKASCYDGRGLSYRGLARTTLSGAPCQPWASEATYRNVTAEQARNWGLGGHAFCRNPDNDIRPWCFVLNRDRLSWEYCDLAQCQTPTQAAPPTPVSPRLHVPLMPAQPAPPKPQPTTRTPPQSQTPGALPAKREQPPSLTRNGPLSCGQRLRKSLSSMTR
Target sequence (P00748 373-615 limits assumed): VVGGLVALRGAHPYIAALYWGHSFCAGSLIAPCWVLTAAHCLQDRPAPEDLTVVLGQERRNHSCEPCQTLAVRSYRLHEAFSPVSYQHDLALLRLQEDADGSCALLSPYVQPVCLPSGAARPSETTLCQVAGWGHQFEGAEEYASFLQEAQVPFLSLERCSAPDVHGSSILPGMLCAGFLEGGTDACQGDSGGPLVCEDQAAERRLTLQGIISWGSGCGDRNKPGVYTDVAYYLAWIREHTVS
zVAD death inh: inhibitors of zVAD-triggered necroptosis, primary screen, L929 cells | AID 1377, 2008 | viability rescue, % at 10 µM | actives 0.38% (n = 220,000) | L929 zVAD necroptosis rescue, ATP luminescence, 24 h; with zVAD 60 µM;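 active = activation, scaled between plate controls, above about 75%, limit read from the data; inactive = activation under that limit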;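 also: 0% = zVAD with DMSO and 100% = DMSO alone without zVAD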
FXIa inh 1536: human FXIa protease inhibitors, primary screen, biochemical, 1536-well; actives 0.14% (n = 220,000); AID 798, 2007; Coagulation factor XI (Homo sapiens), P03951; purified FXIa, Boc-Glu-Ala-Arg-AMC fluorogenic substrate; inhibition, % at 5 µM;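 active = inhibition of at least 40%; inactive = inhibition below 40%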;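 also: fluorescence of freed AMC excited at 355 nm; 0% = enzyme without compound and 100% = no enzyme blank; many of its hits are not listed in these tables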
Hck Nef HTS: inhibitors of Nef-activated human Hck kinase, primary screen, biochemical, Z-Lyte FRET, 384-well, Hck-YEEI | Recombinant Hck-YEEI plus Nef, Z-Lyte FRET kinase assay | Tyrosine-protein kinase HCK (Homo sapiens), P08631 | actives 0.68% (n = 220,000) | inhibition, % at 20 µM;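 active = Hck-Nef kinase inhibition above about 50%, limit read from the data; inactive = inhibition below that limit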;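 also: 0% = DMSO with Hck plus Nef and 100% = Hck alone without Nef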
KLK5 inh: human KLK5 protease inhibitors, primary screen, biochemical, 1536-well. actives 0.59% (n = 210,000). recombinant hK5, fluorogenic AMC substrate cleavage. Kallikrein-5 (Homo sapiens), Q9Y337. AID 873, 2007. inhibition, % at 5 µM;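 active = inhibition of 40% or more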;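 also: 0% = enzyme controls without compound and 100% = no-enzyme blanks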
Target sequence (Q9Y337 67-293 limits assumed): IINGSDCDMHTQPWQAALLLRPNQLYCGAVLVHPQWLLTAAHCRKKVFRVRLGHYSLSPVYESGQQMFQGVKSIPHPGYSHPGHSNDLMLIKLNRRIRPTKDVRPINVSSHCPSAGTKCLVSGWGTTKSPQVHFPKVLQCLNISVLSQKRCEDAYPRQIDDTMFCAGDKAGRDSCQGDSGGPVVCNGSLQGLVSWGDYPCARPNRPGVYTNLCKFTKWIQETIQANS
thrombin 1536: human alpha-thrombin inhibitors, primary screen, counter-screen for coagulation protease inhibitor project, biochemical, 1536-well, fluorogenic AMC substrate. inhibition, % at 5 µM. actives 0.26% (n = 220,000). AID 1046, 2008. Boc-VPR-AMC fluorogenic substrate cleavage. Prothrombin (Homo sapiens), P00734;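 active = inhibition at or above 40%; inactive = inhibition below 40%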;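 also: 0% = enzyme with no compound and 100% = wells without enzyme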
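Material: human alpha-thrombin enzyme / Medium: pH 7.5 Tris (50 mM) with NaCl 150 mM, Tween 20 0.05% / Compound: single-point dosing at 5 µM, 0.2% DMSO / Incubation: enzyme reaction carried out at room temperature / Detection: AMC fluorescence, 355/460 nm / Read-out basis: percent inhibition scaled between no-compound controls and no-enzyme blanks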
KCC2 mod: KCC2 cotransporter modulators, thallium flux, primary screen, cell-based, HEK293 KCC2, FluoZin-2 fluorescence, MLSMR | KCC2 cells, thallium flux FluoZin-2 fluorescence | B-score of Tl+ flux slope (higher = more flux/activation; lower = inhibition) at 10 µM | actives 2.2% (n = 190,000) | AID 1456, 2008;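 active = thallium flux slope and its plate-corrected score both differing from the plate sample mean at a set confidence after two filtering rounds, in either direction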;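 also: slope of fluorescence scaled to starting intensity during 10 to 20 s after thallium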
Rad51 HR inh: human RAD51 strand exchange inhibitors, primary screen, biochemical, fluorescence; DNA repair protein RAD51 homolog 1 (Homo sapiens), Q06609; actives 0.085% (n = 200,000); hRad51 DNA strand exchange, fluorescence dequenching; inhibition, % at 10 µM;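 active = inhibition above 40% at the single screening dose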;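 also: 0% = DMSO control wells and 100% = blanks with heterologous ssDNA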
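System: human Rad51 nucleoprotein filaments preassembled on unlabelled ssDNA. Reagent: labelled 47-mer dsDNA for strand exchange. Schedule: 30-min compound preincubation and 15-min exchange, both room temperature. Measured by: FRET fluorescence dequenching, excitation 485 nm, emission 520 nm. Read-out: Fluorescence-based percent inhibition, control- and blank-normalised. Benchmarks: plate controls and plate blanks.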
Active calls of the source: *; i = inactive; · = no result given.

molecule	KCC2 mod	KLK5 inh	Hck Nef HTS	TNF necrop inh	FXIIa inh	FXIa inh 1536	thrombin 1536	Rad51 HR inh	zVAD death inh
CN(C)/C=N/c1nc2nccc(-c3cccnc3)n2n1	2.8	-12	19	0.5	4	2	-14	19	3.0
Cc1ccccc1CC1(CO)CCCN(Cc2ccn[nH]2)C1 (stereo not drawn)	2.2	-2	16	1.2	6	-4	1	6	1.2
CC1C(=O)C(C)C(c2cccs2)NC1c1cccs1 (stereo not drawn)	-0.22	-12	2	1.0	8	-7	1	3	-0.1
Cc1ccc(C2N(c3ccc(Cl)c(Cl)c3)C(=O)C3CCCN32)o1 (stereo not drawn)	0.55	-21	1	1.1	-1	-3	-19	-9	-0.4
CC(=O)Nc1ccc(S(=O)(=O)Nc2cccc3[nH]ncc23)cc1	-0.64	4	16	-3.0	9	-3	-5	6	5.8
O=C(CN1CCN(C/C=C/c2ccccc2)CC1)Nc1ccc(F)cc1F	0.95	1	24	1.7	10	4	·	-7	2.5
Cc1ccsc1C1NC(=O)c2ccccc2N1 (stereo not drawn)	-2.2	-48	-1	-3.5	-10	-8	-4	-7	0.7
COc1ccc(C2=NN(C(=O)CN3CCOCC3)C(c3nc4ccccc4[nH]3)C2)cc1 (stereo not drawn)	-1.4	-6	-10	-0.3	-2	-7	-10	7	-0.5
CC(Sc1nnnn1C)C(=O)Nc1ccccc1 (stereo not drawn)	0.22	1	24	1.5	-1	-4	-20	-29	1.0
COc1ccc(Cl)cc1NC(=O)CN1CCCC1	0.29	1	20	2.3	11	-6	-10	2	-0.3
Cc1ccc(S(=O)(=O)N2CCC(C(=O)OC(C)C(=O)NC(N)=O)CC2)cc1C (stereo not drawn)	-0.34	3	15	0.0	15	-2	2	-7	0.2
CC(C)(C)C(=O)Nc1ccc(C(=O)OC2CCCCC2)cc1	0.23	1	2	5.5	3	3	6	i	3.5
Cc1ccc2c(CSc3nc4ccccc4c(=O)n3CCCO)cc(=O)oc2c1C	0.1	-16	1	1.7	10	-1	-1	3	-0.3
Fc1ccc(C2CC(c3ccccc3)n3ncnc3N2)cc1 (stereo not drawn)	·	-6	0	-1.3	7	1	5	5	-0.1
CCOC(=O)c1ccc(NC(=O)NCc2c(C)nn(CC)c2C)cc1	-0.018	-2	20	1.5	5	-5	-16	0	11

molecule	KCC2 mod	KLK5 inh	Hck Nef HTS	TNF necrop inh	FXIIa inh	FXIa inh 1536	thrombin 1536	Rad51 HR inh	zVAD death inh
CCCCN=C1NN=C(c2ccc3c(c2)OCCO3)CS1	0.28	-5	14	9.8	5	-2	-9	1	2.0
C/C(Cn1cnc([N+](=O)[O-])n1)=N\NC(=O)c1ccccc1	-1.3	-12	-7	-1.4	14	5	-2	-4	-0.7
N#CCSc1nnc(-c2ccc(F)cc2)n1N	0.12	0	20	-0.7	7	-2	-4	5	2.4
Cc1nc2c(C)cccn2c1/C(O)=C1\C(=O)C(=O)N(CCN2CCOCC2)C1c1ccncc1 (stereo not drawn)	0.29	9	0	-12	-7	-1	-1	0	0.4
O=C1NC(c2ccccc2)=C(c2nc3ccccc3s2)C(c2ccc(F)cc2)N1 (stereo not drawn)	-0.059	-14	0	-3.9	8	1	1	4	-0.5
O=C(NCC1CCOCC1)c1ccc(OC2CCN(Cc3ccccn3)CC2)cc1	·	-6	17	1.9	1	-6	-17	4	0.9
Nc1nc2c(F)cccc2s1	-0.67	12	2	0.6	3	6	-2	-3	0.8
CC1(C)Cc2c(sc3nc(C4CCCCC4)n(N)c(=O)c23)CO1	0.15	30	-4	0.5	4	-13	-4	14	7.7
O=S(=O)(NC1CCCc2ccccc21)c1cnc[nH]1 (stereo not drawn)	1.2	11	-9	1.5	4	-1	-5	6	-1.0
CCc1noc(C)c1C(=O)Nc1nnc(C2CCCCC2)s1	1.5	7	22	1.5	7	-1	-7	-18	3.7
CCCc1c(C(=O)NNc2ccc(C)cc2)cnn1-c1ccccc1	-0.049	0	5	-5.3	14	5	6	22	-1.3
COc1cccc(/C(O)=C2/C(=O)C(=O)N(c3cc(C)on3)C2c2cccs2)c1 (stereo not drawn)	-1.6	-11	1	-14	26	23	9	6	0.2
COc1cc(-c2cc(N3C(=O)Nc4ccccc4N3O)n[nH]2)cc(OC)c1OC	0.18	-10	4	-0.6	7	8	-2	23	0.2
COCCOc1ccc(C(F)(F)F)cc1NC(=O)COC(=O)c1c(C)noc1C	·	4	0	1.4	-2	-12	-5	-1	1.4
COc1ccc(Cl)cc1NC(=O)CNc1ccc(F)cc1C	0.64	-4	0	-0.1	2	9	8	5	0.9

molecule	KCC2 mod	KLK5 inh	Hck Nef HTS	TNF necrop inh	FXIIa inh	FXIa inh 1536	thrombin 1536	Rad51 HR inh	zVAD death inh
Cc1ccc2nc(-c3ccc4c(c3)OCCO4)cc(C(=O)O)c2c1	-0.32	3	0	-0.4	10	2	0	-5	0.1
CC(=O)Nc1nnc(-c2c(-c3ccccc3Cl)noc2C)o1	-0.35	1	10	-1.3	9	4	-1	6	0.2
COc1ccc(-n2c3c(cc(C(=O)N4CCN(CCO)CC4)c2=O)C(=O)CC(C)(C)C3)cc1	·	-11	0	0.4	4	0	-7	-4	0.1
Cc1ccc(-c2onc3ccc(C4OCCO4)cc23)cc1	-0.02	-3	21	0.7	3	-2	-18	25	8.1
CCN1CCN(CC(=O)NC2CCCC2)C(=O)C1=O	·	3	6	-0.1	3	-8	-6	-1	0.6
Cc1ccc(-c2cn3c(n2)SCC3)cc1	-2.1	0	20	0.5	5	-4	-9	8	1.8
CS(=O)(=O)N1CCN(c2cccc(Cl)n2)CC1	·	11	0	-1.0	17	21	13	4	-0.4
C=CCn1cc(C(=O)OC)c(=O)c2cc(S(=O)(=O)N3CCC(C)CC3)ccc21	-1.1	·	0	0.5	·	·	·	3	-0.1
Clc1ccc(-c2cnc3n2CCCCC3)cc1	-0.96	-1	28	0.5	8	-3	19	6	1.0
OCCNCc1cc(Br)ccc1OCc1ccc(Cl)cc1Cl	0.0062	-7	1	-11	10	-1	0	-11	1.4
C/C(CCc1ccco1)=N/NC(=O)CCC(=O)Nc1ccc(Br)cc1	0.88	-21	2	3.2	14	8	2	6	0.3
OCCC1CN(Cc2ccccc2-c2ccco2)CCN1C1CCCC1 (stereo not drawn)	-2.9	·	7	2.4	12	2	3	-9	-0.8
CCN1C(=O)c2ccc(C(=O)NCc3ccccc3)cc2C1=O	-0.68	-14	8	-0.8	3	-5	-13	2	-0.7
Nc1cc(=O)[nH]c(SC/C=C/c2ccccc2)n1	·	-11	1	-5.4	11	3	-1	-3	1.2
Nc1cccc(C(=O)Nc2ccc(N)cc2Cl)c1	-0.17	-14	-1	-2.7	16	1	-2	6	0.1

Results in KLK5 inh, KCC2 mod and TNF necrop inh, for two of the compounds above:
SMILES	KLK5 inh	KCC2 mod	TNF necrop inh
OCCNCc1cc(Br)ccc1OCc1ccc(Cl)cc1Cl	-7	0.0062	-11
Nc1cccc(C(=O)Nc2ccc(N)cc2Cl)c1	-14	-0.17	-2.7

Next compounds follow:
molecule	KCC2 mod	KLK5 inh	Hck Nef HTS	TNF necrop inh	FXIIa inh	FXIa inh 1536	thrombin 1536	Rad51 HR inh	zVAD death inh
COc1ccc2[nH]c3c(=O)n(CCCCC(=O)NCCC(C)C)c(=S)[nH]c3c2c1	0.43	1	22	-0.6	8	-4	-4	2	1.3
COC(=O)c1ccc(OC)c(-c2c(OC)cc(OC)cc2OC)c1	-0.079	-12	5	0.4	7	5	2	-37	-0.3
COc1ccc(-c2nc3n(c(=O)c2C#N)CCCS3)cc1	0.039	1	4	-1.3	3	-9	-5	4	0.1
O=C(N/N=C/c1c(O)ccc2ccccc12)c1ccc[n+](CCO)c1	-0.31	-9	27	-1.3	6	-3	5	-15	7.8
Cc1ccc2c(CC(=O)NNC(=O)c3ccccc3)coc2c1	-0.047	-25	-1	1.2	11	0	0	-2	0.4
NC(=O)c1c(NC(=O)c2cc3ccccc3o2)sc2c1CCC2	-1.6	-10	3	0.4	15	-1	6	-4	0.4
NS(=O)(=O)c1cccc(NC(=S)NC(=O)c2cccc([N+](=O)[O-])c2)c1	0.89	·	14	-0.8	13	2	0	·	0.5
CCCNC(=O)c1cccc(Cn2cc(Br)c([N+](=O)[O-])n2)c1	-0.053	41*	-2	19	39	9	11	·	1.1
CC(NC(=O)c1ccccc1Cl)C(=O)O (stereo not drawn)	0.4	-17	2	0.1	0	-4	-7	-1	0.3
O=C(NCCC(=O)N1CCNC1=O)OCc1ccccc1	0.12	31	0	0.2	23	16	24	0	0.7
COCCn1c(-c2ccccc2Cl)nc2c(c(=O)c3ccccc3n2C)c1=O	-4.8*	-1	-1	-5.6	7	20	0	17	-0.2
Cn1c(SCC(=O)N2CCOCC2)nnc1-c1cccc(NC(=O)c2ccccc2F)c1	-0.23	-1	-26	-0.6	1	1	-20	·	-0.2
COc1cccc(CNc2ccc(C(=O)O)cc2)c1OCc1ccccc1	-0.14	·	7	-0.8	9	0	-6	·	0.0
CCc1nc2cc(Cl)c(Cl)cc2[nH]1	0.62	-15	0	2.2	17	1	0	-6	0.5
Cc1cc2c(c(=O)o1)C(CCC1CCCCC1)C(C#N)=C(N)O2 (stereo not drawn)	1.8	-1	19	2.4	9	1	-4	·	0.5

molecule	KCC2 mod	KLK5 inh	Hck Nef HTS	TNF necrop inh	FXIIa inh	FXIa inh 1536	thrombin 1536	Rad51 HR inh	zVAD death inh
O=C(COC(=O)C1CCCC1)NCc1ccc(Cl)cc1	-0.78	-2	25	1.7	10	-2	-1	-2	2.1
CCOc1ccc(C(C)NC(=O)C2CCCC2)cc1 (stereo not drawn)	·	-8	16	0.9	-1	-5	-2	-7	0.7
CC1(C)CC(N2CCCC2)=CC(=[N+]2CCCCCC2)C1	0.54	-1	-22	-4.7	·	-2	-4	0	-1.4
CCN1/C(=C/C(=S)Nc2ccccc2)Sc2ccccc21	-0.85	6	-3	-1.1	2	2	-9	·	2.2
CC(C)C(=O)Nc1nc2ccc(S(C)(=O)=O)cc2s1	·	0	23	-10	10	0	-16	-3	84*
CCOCCCn1c(=N)c(C(=O)NCCN2CCOCC2)cc2c(=O)n3cccc(C)c3nc21	·	-85	133*	-3.2	-24	-17	-8	·	-0.6
COc1ccc(C(=O)Nn2c(SCC(=O)c3ccccc3)nc3ccccc3c2=O)cc1	0.84	-12	0	-0.2	8	2	2	·	-0.1
COc1ccccc1CNC(=O)C(=O)Nc1nccs1	1.8	-17	22	1.6	6	-5	-1	-4	2.6
O=C(CSC(=S)N1CCOCC1)Nc1nccs1	-1.9	3	16	3.4	10	1	-1	16	0.3

This is a subset; the hit share may differ from the screen's.
